Sm TGR block = inhibitors of Schistosoma mansoni thioredoxin glutathione reductase; Q962Y6; purified TGR, DTNB reduction, TNB absorbance 405 nm; Potency, µM (highest dose often 114 µM), without a hit: at the top dose activity change, negative = inhibition, actives largely listed as inhibitors; 3% of 360,000 active; AID 485364; note: potency is the fitted concentration of half-maximal effect; nearly all actives have a fitted effect of over 60% in size
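TGR 20 nM + NADPH 100 uM (dispensed conc.), cpd preinc 15 min RT; start with NADPH (500 uM addition) then DTNB (15 mM addition). Kinetic TNB absorbance, 405 nm filter. Four-parameter Hill fit across titration.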
HCMV inh = human cytomegalovirus inhibition | HFF cells, HCMV-luciferase reporter, 72 h; active compounds read low | activity change, negative = inhibition, % at 57.5 µM | 4.5% of 410,000 active | AID 1259415; in the data active = activity change below about -60%; inconclusive = no clear call, values can overlap the other calls; inactive = above about -39%
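Screen run at 2 compound doses on HFFs infected with reporter HCMV, MOI 1 PFU/cell. Luciferase activity from cell lysates at 72 h post infection gave inhibition relative to buffer-only and Salinomycin wells.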
AmpC inh detg = blocks E. coli AmpC beta-lactamase in detergent assay. P00811. AmpC hydrolysis of nitrocefin, absorbance 480 nm, 0.01% Triton. Potency, µM (top dose mostly 114 µM), without a hit: at the top dose activity change, negative = inhibition, usual class: inhibitors. 0.041% of 370,000 active. AID 485294;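 note: potency is the fitted concentration of half-maximal effect; 0% = no-compound wells and -100% = no-enzyme wells; nearly all actives have a fitted effect of over 25% in size; some results filed as inactive show a strong effect at the top dose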
Target sequence (P00811 whole entry, looked up): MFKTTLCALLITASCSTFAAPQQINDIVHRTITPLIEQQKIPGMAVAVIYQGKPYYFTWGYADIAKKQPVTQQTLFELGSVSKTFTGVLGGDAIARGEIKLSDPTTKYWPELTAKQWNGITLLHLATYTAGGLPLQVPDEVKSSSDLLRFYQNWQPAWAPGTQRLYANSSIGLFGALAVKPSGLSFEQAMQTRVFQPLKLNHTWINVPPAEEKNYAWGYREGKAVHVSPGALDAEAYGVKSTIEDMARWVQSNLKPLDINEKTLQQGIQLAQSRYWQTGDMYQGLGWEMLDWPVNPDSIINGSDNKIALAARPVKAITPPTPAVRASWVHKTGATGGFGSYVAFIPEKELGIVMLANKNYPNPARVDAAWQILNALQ
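20 mM phosphate pH 7.0 + 0.01% (detergent screen) or 0.0001% Triton X-100; 5.3 nM AmpC reagent; cpd preinc 15 min RT; nitrocefin (800 uM stock) to start; A480 q20 s × 4 min; Activity was normalised to no-enzyme and no-compound control wells.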
HCV inhibitor = HCV inhibition. Huh7.5.1 HCVcc-Cre infection, luciferase reporter, 44 h. Potency, µM (doses to about 41.8 µM), without a hit: at the top dose activity change, negative = inhibition, usual class: inhibitors. 3.4% of 340,000 active. AID 651820; note: potency is the fitted concentration of half-maximal effect
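Infectious HCVcc-Cre (~0.5 moi) was added to cells just after compound, with cells seeded 4 h earlier at 1,000 per well. Luciferase activity after 44 h culture reported infection; substrate was incubated 15 min at room temperature before reading.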
Giardia FBPA inh = inhibitors of Giardia lamblia fructose-1,6-bisphosphate aldolase; A8B2U2; purified Giardia FBPA; Potency, µM (titrated, usually from 59.6 µM), inactives show at the highest dose activity, negative = inhibition, most hits filed as inhibitors; 0.71% of 290,000 active; note: potency is the fitted concentration of half-maximal effect; nearly all actives have a fitted effect of over 55% in size
Target sequence (A8B2U2 whole entry, looked up): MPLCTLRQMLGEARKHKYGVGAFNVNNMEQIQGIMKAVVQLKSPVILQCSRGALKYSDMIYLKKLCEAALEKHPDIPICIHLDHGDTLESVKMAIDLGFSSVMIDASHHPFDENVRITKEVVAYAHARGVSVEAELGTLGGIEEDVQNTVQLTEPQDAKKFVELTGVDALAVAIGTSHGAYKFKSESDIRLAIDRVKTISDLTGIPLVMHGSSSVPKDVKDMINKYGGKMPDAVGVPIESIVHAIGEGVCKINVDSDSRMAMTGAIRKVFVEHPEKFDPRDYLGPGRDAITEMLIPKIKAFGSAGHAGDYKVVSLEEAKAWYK
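Giardia FBPA (40 nM reagent) was preincubated 10 min at RT with compound (up to 57.5 uM final), then substrate plus GAPDH/TPI/NAD/arsenate coupling system with diaphorase/resazurin was added; resorufin fluorescence (525/598 nm) was read after 20 min.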
AmpC inh no detg = inhibitors of E. coli AmpC beta-lactamase without detergent; AID 485341; AmpC nitrocefin hydrolysis, absorbance 480 nm, 0.0001% Triton; Potency, µM (series often up to 57.1 µM), without a hit: at the highest dose activity change, negative = inhibition, usual class: inhibitors; 0.52% of 330,000 active; P00811;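 note: potency is the fitted concentration of half-maximal effect; plate controls were no compound for no effect and no enzyme for full effect; nearly all actives have a fitted effect of over 20% in size; some results filed as inactive show a strong effect at the top dose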
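20 mM phosphate pH 7.0 + 0.01% (detergent screen) or 0.0001% Triton X-100; 5.3 nM AmpC reagent; cpd preinc 15 min RT; nitrocefin (800 uM stock) to start; A480 q20 s × 4 min; Activity was normalised to no-enzyme and no-compound control wells.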
* hit, by the source's call; ? = inconclusive; . = no result given; & = joins results of further samples; [ ] = remark or other dose. Unless noted, calls come from the whole dose curve; as a rule, active = well fitted curve in the direction sought with a large enough effect; inconclusive = small, poorly fitted or top-dose-only effect, or another doubt; inactive = no such curve, though single readings can be large; an effect the other way counts as inactive or inconclusive. Unless noted, % is set by controls: 0 for no effect and ±100 for the full control effect. An unsorted share of the library; overall some 9.9% were active at least once.

Below each compound – Sm TGR block	HCMV inh	AmpC inh detg	HCV inhibitor	Giardia FBPA inh	AmpC inh no detg
Cc1ccc2nc(-c3cc(NC(=O)c4ccc5c(c4)OCCO5)ccc3Cl)oc2c1
 : -6%	7	-6%	.	.	.
COc1ccc(OC)c(-c2csc(CCn3nc(C)cc3C)n2)c1
 : 6%	0	-14%	-13%	-2%	-7%[11.4 µM]
CCCN(CC(=O)Nc1ccccc1C)C(=O)C1CCCN(C(=O)c2ccc(Cl)cc2)C1 (stereo not drawn)
 : -16%	0	-9%	-23%	.	106%[activator]
COc1ccc(-c2c(C)nn3c(C(F)(F)F)cc(-c4ccc(Br)cc4)nc23)cc1
 : 0%	-21	14%	.	.	.
COC(=O)c1[nH]c2ccc(C)cc2c1NC(=O)c1ccccc1[N+](=O)[O-]
 : 4%	34	-15%	-21%	-1%	-27%
CC(=O)c1c(C)nc(-c2ccccc2)nc1NC(=O)Cc1ccccc1
 : .	16	4%	5%	1%	-15%
CCOc1ccc(C(C(=O)NC2CCCC2)N(C(=O)c2snc(C(N)=O)c2N)c2cccc(O)c2)cc1 (stereo not drawn)
 : -33%	-34	0%	13µM*	-2%	-32%
Cc1ccccc1NC(=O)CCN1CCN(Cc2ccccc2)CC1
 : -13%	-1	-10%	6%	1%	0%
O=C(N/N=C/c1ccc2c(c1)OCO2)c1cc(-c2ccncc2)nc2ccccc12
 : -7%	?	?	?	1%	68%[activator]
CC(=O)c1ccc(NC(=O)CN2C(=O)/C(=C/C(C)=C/c3ccccc3)SC2=S)cc1
 : -9%	22	-18%	?	1%	-47%
COc1ccc(C(=O)Nc2ccc(C)cc2C(=O)c2ccccc2)c(OC)c1
 : 6%	?	0%	-1%	6%	-11%
Cc1c(N2C(=O)c3cccc4cccc(c34)C2=O)c(=O)n(-c2ccccc2)n1C
 : 3%	25	6%	2%	-7%	.
Cc1ccccc1NC(=O)C1Cc2ccccc2CN1C(=O)OCc1ccccc1 (stereo not drawn)
 : 3%	-25	-1%	?	2%	-9%
CCOC(=O)c1sc(NNC(=O)c2ccc(C)cc2)nc1C
 : 7%	39	-9%	-18%	13%	-23%
CCCn1c(C2CCCN2c2nc(-c3ccc(C)cc3)cs2)nc2cc(Cl)c(N3CCCCC3)cc21 (stereo not drawn)
 : 21%	-16	3%	5%	-19%	0%

Overlap with the part before: 3 entries, then new ones.
Below each compound – Sm TGR block	HCMV inh	AmpC inh detg	HCV inhibitor	Giardia FBPA inh	AmpC inh no detg
Cc1ccccc1NC(=O)C1Cc2ccccc2CN1C(=O)OCc1ccccc1 (stereo not drawn)
 : 3%	-25	-1%	?	2%	-9%
CCOC(=O)c1sc(NNC(=O)c2ccc(C)cc2)nc1C
 : 7%	39	-9%	-18%	13%	-23%
CCCn1c(C2CCCN2c2nc(-c3ccc(C)cc3)cs2)nc2cc(Cl)c(N3CCCCC3)cc21 (stereo not drawn)
 : 21%	-16	3%	5%	-19%	0%
O=C(O)c1ccccc1C(=O)N1CCN(C(=O)c2ccccc2Cl)CC1
 : 89µM*	18	1%	14%	1%	-18%
COC(=O)c1nn(-c2nc(-c3cccc(OC)c3)cc(C(F)(F)F)n2)cc1[N+](=O)[O-]
 : 2%	-36	-10%	-15%	3%	-26%
COc1ccc(NC(=O)CCCN2C(=O)CN(C)C2=O)c(OC)c1
 : -16%	-32	7%	-7%	.	-12%
Cc1ccc(Nc2c(-c3ccc(C)o3)nc3ncccn23)cc1
 : 20µM*	-32	-10%	14%	2%	-12%
O=C(O)CCNC(=O)/C(=C\c1ccco1)NC(=O)c1ccco1
 : ?	-1	?	7%	?	-16%
CCOc1ccccc1C1C(C#N)=C(SCC(=O)OC)NC(=O)C1C(=O)OC (stereo not drawn)
 : 7%	9	-1%	-5%	0%	-19%
CCc1c(O)c(/C(C)=N\O)c(=O)n(-c2ccccc2)c1-c1ccccc1
 : 3%	72	4%	28%	-8%	-18%
Cc1cc(NC(=O)c2cnn3c(C(F)F)cc(C4CC4)nc23)no1
 : 1%	57	-9%	-8%	2%	-16%
CCCCOc1ccc(C2(C)CC(=O)NC2=O)cc1 (stereo not drawn)
 : 4%	52	-20%	2%	4%	-13%
O=C(Nc1ccc(Oc2ccccc2)cc1)c1cnc2n(c1=O)CCS2
 : 4%	-86*	-2%	?	5%	-12%
Cc1ccc(-c2nnc(N3CCC(C)CC3)c3ccccc23)cc1C
 : 5%	-27	1%	?	4%	-17%
OCCN(CCO)CC(O)COc1ccc2c(c1)OCO2 (stereo not drawn)
 : -3%	26	-9%	3%	-2%	-5%
COc1cc(CC(=O)OCC(=O)NC2CCCCC2)cc(OC)c1OC
 : 1%	-19	3%	20%	4%	-13%
COC(=O)c1ccccc1NC(=S)NC(=O)C1CC1
 : -27%	53	-9%	17%	1%	-14%
O=C(C1CCN(S(=O)(=O)c2cccc3cccnc23)CC1)N1CCn2c1nc1ccccc12
 : 4%	-34	?	-21%	9%	1%
CCC(C)[C@H](NC(=O)OC(C)(C)C)C(=O)N/N=C/c1ccc2cc(OC)ccc2n1 (stereo partly drawn)
 : -5%	-31	-1%	13%	0%	135%[activator]
O=C(Nc1ccccc1F)c1ccc2snnc2c1
 : 1%	29	-14%	7%	2%	-13%
Cc1cc2ccccn2c1C(=O)c1cccc(F)c1
 : 2%	?	4%	-12%	-1%	-22%
COc1ccc(S(=O)(=O)NC(CC(C)C)C(=O)NC(C)c2cccs2)cc1 (stereo not drawn)
 : -5%	-35	-5%	4%	.	-23%
O=C(Nc1ccc(F)c(Cl)c1)C1CCN(S(=O)(=O)c2cccnc2)CC1
 : -12%	-4	-13%	10%	1%	-19%
CC(=O)Nc1ccc(S(=O)(=O)NCCc2cc3ccc(C)c(C)c3[nH]c2=O)cc1
 : -23%	-37	2%	.	.	-14%
COc1ccc(NC(=O)CCc2c(C)nc3nc(C)nn3c2C)cc1
 : 3%	28	?	6%	-7%	-2%
O=C(O)C1CCC(N2C(=O)C3C4CCC(C4)C3C2=O)CC1 (stereo not drawn)
 : 21%	-31	6%	14%	7%	-16%
O=C(c1c(F)cccc1F)N1CCCC(c2nc(-c3cccs3)no2)C1 (stereo not drawn)
 : -2%	18	5%	-2%	0%	2%
CN1CCCN(S(=O)(=O)c2ccccc2)c2nc3ccccc3nc21
 : ?	-8	-15%	-18%	.	8%
CN(C)c1nc(C(=O)NN)nc(N(C)C)n1
 : 3%	?	-10%	11%	0%	-19%
C=CCn1c(=N)n(CC(O)COc2ccc(OC)cc2)c2ccccc21 (stereo not drawn)
 : 7%	1	-6%	5.6µM*	10%	-1%
CCn1cc(C(=O)OCC(=O)Nc2cccc(S(=O)(=O)N3CCOCC3)c2)c(=O)c2ccc(C)nc21
 : -12%	37	?	2%	4%	-5%
CCc1cccc(NC(=O)c2cnn(-c3ccccc3)c2C)c1
 : 0%	121	2%	-13%	-18%	-15%
O=S(=O)(Cc1noc(-c2ccccc2Cl)n1)c1ccccn1
 : 11%	111	10%	6%	0%	-8%
CCOc1cc(C2NC(=S)NC(C)=C2C(=O)Nc2ccc(OC)cc2)ccc1O (stereo not drawn)
 : -20%	-18	?	26%	0%	-24%
NC(=O)c1nn(-c2ccccc2)nc1NC(=O)CSc1nnnn1-c1ccc(Cl)cc1
 : -4%	6	-13%	-17%	10%	-45%
Cc1ccc(C(=O)NCCNC(=O)COc2ccc(C)c(C)c2)cn1
 : 2%	-7	-1%	4%	-3%	1%
COc1ccccc1NC(=O)Cn1cc(C(=O)c2ccncc2)c(=O)c2cc(C)ccc21
 : -1%	28	-7%	.	.	.
O=C(Nc1c(C(=O)Nc2ccc3c(c2)OCCO3)cnn1-c1ccccc1Cl)c1ccco1
 : -3%	24	-7%	-2%&-12%	-7%	-3%
COc1ccc([N+](=O)[O-])cc1NC(=O)CSCc1ccc(Br)cc1
 : 5%	15	?	?	-15%	-28%
CCC(CO)Oc1cc(NC(=O)c2ccc(Cl)cc2)c2ncn(C(C)C)c2c1 (stereo not drawn)
 : .	9	.	?	.	-19%
O=C(Nc1nccc(-c2cccs2)n1)c1cccs1
 : 2%	115	0%	?	-22%	-4%
CC1CC(C)(C)NC(C)c2ccccc21 (stereo not drawn)
 : ?	26	-6%	4%	-1%	-19%
Cc1cccc(Cn2c(=O)n(-c3ccccc3C)c(=O)c3c2c2cc(C)ccc2n3C)c1
 : 4%	12	-2%	.	.	.
CNC(=O)N(O)C1N(/N=C/c2ccc(SC)cc2)C(=S)SC1(C)C (stereo not drawn)
 : 7%	-22	-4%	4%	-14%	25%
COc1ccc(-c2cc(C(=O)O)sc2C)cc1
 : -26%	11	?	36%[activator]	9%	-13%
CCN(Cc1cc(=O)[nH]c2ccccc12)C(=O)C(C)C
 : -1%	-27	-11%	2%	5%	-7%
CCOc1ccccc1N(CC(=O)NC(C)(C)C)C(=O)CCC(=O)Nc1nccs1
 : -1%	-25	-21%	-6%	-9%	0%
CC1CCN(c2ccc3nnc(CCC(=O)Nc4ccc(F)c(F)c4)n3n2)CC1
 : -5%	-32	-1%	-14%	16%	88%[activator]
O=C(Nc1nnc(Cc2ccc(Cl)cc2)s1)C1CCCO1 (stereo not drawn)
 : .	27	5%	10%	0%	22%
COc1ccc(NC(=O)CCNS(=O)(=O)c2ccc(C)c(C)c2)cc1OC
 : -20%	12	0%	3%	0%	-13%
C/C(=N\NC(=O)C1CCCC1)c1ccc(Cl)cc1
 : 2%	91	0%	13%	.	-15%
Cn1c(Cc2nc3ccccc3n2C)nc2ccccc21
 : -5%	-37	-3%	7%	.	-17%
O=C(CSCc1ccc(Cl)cc1)NN=C1CCCCCC1
 : 6%	12	-7%	-7%	3%	-31%
O=C(c1cc2ccccn2n1)N1CCC2(CC1)OCCO2
 : -5%	17	-3%	23%	3%	-22%
COc1ccc(-c2csc3nc(C)n(-n4cccc4)c(=O)c23)cc1OC
 : -16%	55	?	?	4%	6%
O=C(Nc1ccon1)c1cnc2sccn2c1=O
 : 2%	57	-1%	15%	0%	-17%
COc1ccc2c(c1)CCCC21NC(=O)N(CC(=O)c2cc(F)ccc2F)C1=O (stereo not drawn)
 : 0%	-21	0%	-11%	.	-19%
O=C(NC(=S)Nc1ccc(S(=O)(=O)Nc2nccs2)cc1)C1CC1
 : -26%	-32	9%	3%	18%	-42%
CCCCC(=O)Nc1ccc(C(=O)N2CCC(C(=O)OCC)CC2)cc1
 : -22%	37	1%	13%	8%	6%
CC(C)(C)NC(=O)/C(=C\c1ccccc1F)NC(=O)c1ccc([N+](=O)[O-])cc1
 : 0%	?	6%	13%	4%	-33%
Cc1c(Cl)cccc1NC(=S)N(Cc1cccnc1)Cc1ccccc1Cl
 : 14%	-24	1%	-21%	-4%	-4%

Compound activity (PubChem)
